Bioassay records (PubChem)
KCNH2 3.1 inh: inhibitors of human KCNH2 3.1 potassium channel isoform; U2OS KCNH2 3.1, thallium flux FluxOr; active compounds read low; activity change, % (tested at about 1.8 µM); AID 720553; 0.95% of 340,000 active;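 active = maximum activity change below -70%; inconclusive = maximum activity change from -70% to -50%; inactive = maximum activity change above -50%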;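 note: thallium influx rate constant from kinetic fluorescence after stimulation buffer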
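Virally transduced U2OS (3.1 isoform, 4 h infection in dark at RT) → overnight 37 C → FluxOr + Red40 in HBSS/HEPES, 45 min → stimulation buffer, 2 min kinetic read → rate constant vs DMSO controls.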
GALK inhibitor: blocks human galactokinase activity. P51570. Potency, µM (doses to about 57.5 µM), for the others: at the top dose activity change, negative = inhibition, usual class: inhibitors. Purified GALK, Kinase-Glo residual ATP luminescence. 0.007% of 270,000 active; note: potency is the fitted concentration of half-maximal effect
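Luminescence from leftover ATP (Ultra-Glo luciferase/luciferin) served as read-out after a 1 h room-temperature reaction of 5 nM GALK with 35 uM ATP and 100 uM galactose.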
Eya2 inh: inhibitors of human Eya2 phosphatase activity. O00167. 0.006% of 330,000 active. AID 488837. recombinant Eya2, OMFP fluorescence dephosphorylation (OMFP is methylfluorescein phosphate). Potency, µM (doses to about 76.9 µM), inactives show at the highest dose activity, negative = inhibition, usual class: inhibitors; note: potency is the fitted concentration of half-maximal effect
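Eya2 protein (added as 0.2 uM solution) was preincubated with compound for 10 min at ambient temperature in 50 mM HEPES pH 7.5, 50 mM NaCl, 5 uM MgCl2, 0.05% BSA, 1 mM DTT. OMFP (added at 50 uM) then reacted 10 min; fluorescence read at 485/525 nm.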
Coupling enz: counter-screen for Giardia aldolase inhibitors: coupling enzyme system. coupling enzyme system counterscreen, AmpLite Red fluorescence. activity change, negative = inhibition, % at 58.2 µM, hits read low. 0.67% of 290,000 active; in the data active = activity change below about -30%
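Counterscreen of the coupled detection system alone, without aldolase: glyceraldehyde-3-phosphate coupling enzymes plus AmpLite Red readout. Compounds at 57.5 uM final, 10 min RT preincubation, 20 min RT reaction, fluorescence 525/598 nm.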
hERG WT inh: blocks the wildtype human KCNH2 potassium channel | activity change, % at 1.84 µM | 0.37% of 340,000 active | AID 720551 | U2OS, BacMam KCNH2, thallium flux FluxOr; active compounds read low | Q12809;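 active = maximum activity change below -70%; inconclusive = maximum activity change between -70% and -50%; inactive = maximum activity change above -50%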
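U2OS cells were transduced with wild-type KCNH2 virus (2.03 x 10^8 / mL) for 4 h at room temperature, then cultured overnight at 37 C. Thallium flux was read with FluxOr dye. Rate constants were normalized to DMSO controls.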
PKM2 act: activators of human pyruvate kinase M2. purified PKM2, Kinase-Glo ATP luminescence, activation; response scale: 0% is enzyme alone, no compound. Potency, µM (highest dose often 57.5 µM), without a hit: at the highest dose activation, most hits filed as activators. 0.34% of 260,000 active. AID 1631; note: potency is the fitted concentration of half-maximal effect; nearly all actives have a fitted effect of over 55% in size
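Purified hPK-M2 (>95%) run at intermediate activity with 0.1 mM ADP and 0.5 mM PEP in 50 mM imidazole pH 7.2, KCl, MgCl2; 1 h room temperature. ATP formed read by Kinase-Glo luminescence; normalized to uninhibited and no-enzyme controls.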
Giardia killer: Giardia lamblia killing. Giardia lamblia trophozoite viability. activity change, % at 7.66 µM, hits read low. 0.15% of 340,000 active. AID 540267; in the data active = activity change below about -80%; inconclusive = between about -30% and that limit;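 note: parasites exposed to compound for two days anaerobically before the ATP read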
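Trophozoites 100 cells/well + cpd; 48 hrs, 37 deg C, anaerobic. ATPLite 1-Step added, 15-30 min RT, luminescence read (ATP-based viability).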
USP2a block: blocks human ubiquitin-specific protease USP2a; Potency, µM (top dose mostly 38.3 µM), inactives show top-dose activity change, negative = inhibition, actives largely listed as inhibitors; O75604; 0.01% of 330,000 active; AID 463254; USP2 core, Ub-CHOP2 coupled fluorogenic reporter, 485/531;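 note: potency is the fitted concentration of half-maximal effect; plate controls were DMSO wells for no effect and full inhibition by NEM control for full effect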
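Cell-free coupled assay: 10nM USP2 core preincubated 30min RT with compound in Tris-HCl pH 8.0/CaCl2/CHAPS buffer, then 25nM Ub-CHOP2 and 25nM reporter substrate; fluorescence (Ex 485/Em 531) read after 60min RT, normalized to NEM inhibition, concentration-response curves fitted.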
B2AR arrestin: agonists driving beta-arrestin recruitment to human beta2-adrenergic receptor; Potency, µM (highest dose often 46.1 µM), for inactives: at the top dose activation, hits mostly activators; beta-arrestin recruitment to beta2AR, cell-based reporter; 0.02% of 330,000 active;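 note: potency is the fitted concentration of half-maximal effect; 0% = DMSO controls and full agonism = EC100 isoproterenol or metaproterenol; nearly all actives have a fitted effect of over 65% in size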
uPA generation: inhibitors of cell surface uPA generation | cell surface uPA generation assay, qHTS | Potency, µM (doses to about 38.3 µM), inactives show top-dose activity change, negative = inhibition, hits mostly inhibitors | 0.31% of 330,000 active | AID 540303; active = well fitted inhibition curve with a large enough effect; inconclusive = small, poorly fitted or top-dose-only effect; inactive = no such curve, though single readings can be large or run the other way; tested in mouse RAW 264.7 cells; note: potency is the fitted concentration of half-maximal effect; nearly all actives have a fitted effect of over 55% in size
Chronic BCR inh: chronic active BCR signaling inhibition | AID 493014 | 0.05% of 340,000 active | ABC-DLBCL IkBa-CBG/CBR reporter, luminescence ratio, 4 h | Potency, µM (doses to about 46.1 µM), inactives show top-dose ratio change, negative = lower green/red ratio, usual class: inhibitors; active = well fitted inhibition curve with a large enough effect in the signal ratio, with a control signal flat, not every such curve was filed as active; inconclusive = small, poorly fitted or top-dose-only effect, or effect the other way, or a change in a side signal; the % refers to the signal ratio;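 note: potency is the fitted concentration of half-maximal effect; plate controls were basal doxycycline-induced cells for no effect and cells given 10 µM MG132 for full effect; MG132 reads +100%, hits lower the ratio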
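TMD8 human ABC-DLBCL cells with doxycycline-inducible IκBα–green luciferase fusion and unfused red luciferase, in 0.5% FBS medium; compounds up to 46 uM, 4 h at 37C. Green/red luminescence ratio, filter-overlap corrected, fitted to concentration-response curves.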
Numbers without * were called inactive; u = inconclusive; x = not tested or not shown. Unless noted, calls come from the whole dose curve; as a rule, active = well fitted curve in the direction sought with a large enough effect; inconclusive = small, poorly fitted or top-dose-only effect, or another doubt; inactive = no such curve, though single readings can be large; an effect the other way counts as inactive or inconclusive. Unless noted, % is set by controls: 0 for no effect and ±100 for the full control effect.

nr	structure	KCNH2 3.1 inh	GALK inhibitor	Eya2 inh	Coupling enz	hERG WT inh	PKM2 act
1	CCN(CC)c1ccc(CNC(=O)C/C(C)=N/NC(=O)COc2ccc(C)cc2Br)cc1	3	-1%	-13%	-1	2	x
2	COc1cccc(N2CCN(c3ncnc4c3[nH]c3ccc(F)cc34)CC2C)c1 (configuration not stated)	4	-5%	1%	1	9	7%
3	CC(=O)Nc1ccc(S(=O)(=O)N(C)CC(=O)OC(C)C(=O)N(C)Cc2ccccc2)cc1 (configuration not stated)	-13	-1%	2%	-2	-5	1%
4	COc1ccc(-c2csc3ncnc(N4CCN(CCO)CC4)c23)cc1	-15	x	1%	-1	-6	x
5	Nc1oc2ccccc2c1C(=O)Cc1ccccc1O[C@@H]1O[C@H](CO)[C@@H](O)[C@H](O)[C@H]1O	-1	x	4%	x	2	x
6	NC(=O)CSc1nnc(-c2ccccn2)n1N	-4	x	14%	3	-1	-2%
7	COc1ccc(S(=O)(=O)N2C3CCC2CC(NC(=O)C2CC2)C3)cc1 (configuration not stated)	2	-4%	5%	-2	-4	4%
8	COc1ccc(-n2c(-c3cccc(OC)c3)nc(=S)c3c2CCCC3)cc1	-13	-4%	-3%	7	6	2%
9	Cc1cccc(C)c1NC(=O)Cn1cnc2c(=O)n(C)c(=O)n(C)c21	-24	5%	-17%	0	-1	-5%
10	COc1ccc(-c2noc(CCCC(=O)Nc3ccc(C(N)=O)cc3)n2)cc1	11	-3%	1%	-2	-16	2%

nr	Giardia killer	USP2a block	B2AR arrestin	uPA generation	Chronic BCR inh
1	-2	0%	0.6%	-3%	-1%
2	20	3%	0.2%	-12%	u
3	-17	0%	8.3%	9%	-1%
4	-1	3%	0.4%	-1%	-5%
5	-14	1%	0.0%	0%	27%
6	-6	1%	-0.6%	1%	3%
7	-8	-1%	-0.8%	-6%	4%
8	24	0%	9.8%	-14%	-14%
9	8	0%	0.1%	-5%	1%
10	-4	4%	-0.2%	x	u

Compounds listed so far with a halogen:
nr	structure	KCNH2 3.1 inh	GALK inhibitor	Eya2 inh	Coupling enz	hERG WT inh	PKM2 act
1	CCN(CC)c1ccc(CNC(=O)C/C(C)=N/NC(=O)COc2ccc(C)cc2Br)cc1	3	-1%	-13%	-1	2	x
2	COc1cccc(N2CCN(c3ncnc4c3[nH]c3ccc(F)cc34)CC2C)c1 (configuration not stated)	4	-5%	1%	1	9	7%

nr	Giardia killer	USP2a block	B2AR arrestin	uPA generation	Chronic BCR inh
1	-2	0%	0.6%	-3%	-1%
2	20	3%	0.2%	-12%	u

Additional structures:
nr	structure	KCNH2 3.1 inh	GALK inhibitor	Eya2 inh	Coupling enz	hERG WT inh	PKM2 act
11	Cn1c(SCC(=O)c2ccc(F)cc2)nnc1-c1cnccn1	-21	3%	8%	-6	-6	-7%
12	Fc1nc(N2CCCC2)c(F)c(Oc2ccccc2Oc2c(F)c(F)nc(N3CCCC3)c2F)c1F	-4	2%	1%	-1	2	1%
13	CN1CCN(CCNC(=O)c2cc3c(=O)n(C)c4ccccc4c3n2C)CC1	1	3%	-1%	2	-9	6%
14	COc1ccc(CC(=O)N2CCN=C2SC)cc1OC	2	-1%	12%	1	0	-2%
15	CS/C(N)=N/N=C/c1cc(C)ccc1O	66	4%	4%	-1	10	-14%
16	CCOc1ccc(NCc2cccn2-c2nnc(N3CCC(C(=O)NCCCN4CC(C)CC(C)C4)CC3)s2)cc1 (configuration not stated)	-24	-1%	-2%	-1	-37	-1%
17	CC1C(c2ccccc2)N(C)C(c2ccccc2)CC1(O)c1ccc(F)cc1 (configuration not stated)	-31	-2%	6%	-5	2	5%
18	CC1(C)CN(c2cccc(C#N)c2)C1=O	3	11%	-1%	0	-3	3%
19	Cc1ccc2nc3c(cc(C#N)c(=N)n3CC3CCCO3)c(=O)n2c1 (configuration not stated)	x	-2%	6%	1	x	-2%
20	COc1ccc(CNC(=O)CC2Sc3ccccc3NC2=O)cc1 (configuration not stated)	8	-1%	6%	0	8	2%

nr	Giardia killer	USP2a block	B2AR arrestin	uPA generation	Chronic BCR inh
11	-12	2%	-0.5%	-13%	0%
12	6	-1%	-0.1%	5%	u
13	u	4%	-0.1%	-15%	1%
14	17	1%	-0.2%	-3%	-5%
15	u	0%	u	-13%	u
16	-6	-1%	-0.4%	2%	u
17	-6	7%	-0.2%	7%	14%
18	-12	3%	-0.3%	-1%	-5%
19	x	2%	-0.2%	x	0%
20	-6	4%	0.1%	-4%	u

Additional entries
nr	structure	KCNH2 3.1 inh	GALK inhibitor	Eya2 inh	Coupling enz	hERG WT inh	PKM2 act
21	Cc1ccc(-c2nc3c(c(=O)[nH]c(=O)n3Cc3ccccc3)n2Cc2ccccc2)o1	-8	8%	-14%	-1	14	18µM*
22	O=C(Nc1ccc(Cc2ccncc2)cc1)c1cc([N+](=O)[O-])ccc1N1CCOCC1	4	-1%	u	-1	-3	1%
23	CC(=O)N1N=C(c2ccc3nccnc3c2)CC1c1ccccc1 (configuration not stated)	3	-2%	3%	0	11	12%
24	Nc1nnc(SCC(=O)Nc2ccc(S(=O)(=O)N3CCOCC3)cc2)s1	-3	-3%	-1%	0	-18	8%
25	CC(C)=C(NC(=O)c1ccccc1)C(=O)Nc1ccc(C(=O)O)cc1	-6	-3%	11%	0	-5	0%
26	C=CCN1C(=O)[C@@H]2Cc3c([nH]c4ccccc34)C(c3cc(OC)c(OC)c(OC)c3)N2C1=S (some centres not stated)	-11	x	9%	-3	-13	x
27	O=C(Cn1cnc2c(nnn2Cc2ccc(F)cc2)c1=O)N1CCCc2ccccc21	4	-3%	-11%	2	3	-4%
28	CCN(CCn1cccn1)C(=O)c1cc(COc2cccc3cccnc23)on1	4	0%	6%	0	-4	-7%
29	O=C(O)c1ccc(Cl)c(S(=O)(=O)N2CCCCCC2)c1	-6	2%	-3%	23	4	2%
30	COC(=O)C1CCN(CC(=O)Nc2sc3c(c2C#N)CCC3)CC1	x	4%	6%	2	2	-2%

nr	Giardia killer	USP2a block	B2AR arrestin	uPA generation	Chronic BCR inh
21	-4	-8%	-0.4%	4%	u
22	4	-1%	0.3%	2%	-7%
23	-6	4%	0.2%	x	2%
24	7	4%	-0.1%	x	-3%
25	21	2%	-0.3%	5%	0%
26	15	10%	3.7%	-22%	u
27	14	3%	0.1%	-4%	-6%
28	-19	-5%	-0.3%	2%	-3%
29	3	2%	0.5%	5%	4%
30	3	-1%	0.0%	7%	2%

Next section
nr	structure	KCNH2 3.1 inh	GALK inhibitor	Eya2 inh	Coupling enz	hERG WT inh	PKM2 act
31	CC1CN(C(=O)c2ccccc2Nc2ccc(SC(F)F)cc2)CC(C)O1 (configuration not stated)	10	3%	-10%	2	1	14%
32	O=C(NCCOc1ccc(Cl)cc1)C(=O)NCC1CCCO1 (configuration not stated)	6	5%	-3%	2	5	-7%
33	C/C(=N\NC(=O)c1ccncc1)c1ccc(N2CCOCC2)cc1	-14	x	13%	x	-10	x
34	COCc1ccc(C(=O)N2CCCCC2C(=O)Nc2ccc(-n3nc(C)cc3C)cc2)o1 (configuration not stated)	x	0%	11%	x	-1	5%
35	COc1ccc(-n2nc(C(=O)NCc3ccco3)c3c4ccccc4n(C)c3c2=O)cc1	12	x	5%	1	x	5%
36	O=C(Nc1nc2ccc(F)cc2s1)C1CCN(S(=O)(=O)c2cc([N+](=O)[O-])ccc2Cl)CC1	-20	0%	0%	-11	0	1%
37	COc1ccc(NC(=O)c2ccc(OCC3CCCO3)cc2)cc1Cl (configuration not stated)	2	x	8%	x	-13	x
38	Cc1ccc2c(cnn2C(=O)CCCC(=O)NC(C)c2ccccc2)c1 (configuration not stated)	0	x	-8%	2	5	1%
39	Cc1c(CCOC(=O)c2ccccc2)sc[n+]1CC(=O)c1ccc(Br)cc1	0	1%	9%	-2	15	x

nr	Giardia killer	USP2a block	B2AR arrestin	uPA generation	Chronic BCR inh
31	0	-7%	0.3%	4%	1%
32	6	-7%	0.4%	4%	-12%
33	-12	0%	0.4%	-5%	u
34	0	5%	0.0%	-2%	8%
35	4	2%	13%	7%	0%
36	-12	-4%	-0.9%	u	u
37	8	3%	0.4%	u	-6%
38	-21	0%	0.2%	-15%	18%
39	3	-11%	-0.8%	3%	u
